# TNFa cytotox – HUVEC cytotoxicity counter-screen, TNF alpha stimulated; HUVEC TNFalpha-stimulated, Hoechst cell count, imaging; cell count reduction, % at 2 µM; hit rate 0.17% among 93,000; AID 848;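 active means cell count reduction exceeding the screen mean by over 5 SD, scaled to untreated wells per plate, cut at about 78% in these data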;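 further: cells counted after 24 h of TNF alpha exposure following the 1 h pretreatment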
# HUVEC tox IL1B – HUVEC cytotoxicity counter-screen, IL-1B stimulated | cell count reduction, % at 2 µM | hit rate 0.41% among 94,000 | HUVEC cell count loss, Hoechst imaging | AID 845;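 active means cell count reduction more than 3 SD above the screen-wide mean, cut at about 70% in these data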;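 further: normalized per plate to untreated control cells as the no-loss baseline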
# Ecoli WT expand – E. coli BW25113 growth inhibition, expanded screen; hit rate 0.15% among 98,000; growth inhibition, % at 100 µM; AID 710; OD600 absorbance;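 active means growth inhibition above about 50% at one test dose, limit read from the data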;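 further: growth measured after 20 h incubation at 37 °C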
# VCAM1 TNFa inh – reduces TNF alpha induced VCAM1 expression in HUVEC. HUVEC TNFa-induced VCAM-1 immunofluorescence, high-content imaging. inhibition, % at 2 µM. hit rate 0.48% among 95,000. AID 802;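 active means inhibition above the batch mean plus 3 SD, with images confirmed as a hit by eye, cut at about 37% in these data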;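 further: 0% = TNF-stimulated DMSO wells and 100% = unstimulated control wells; not every result past the cut was called active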
# sEH inhibitor – inhibitors of human soluble epoxide hydrolase; recombinant human sEH enzymatic activity assay; inhibition, % at 2 µM; hit rate 0.34% among 91,000; AID 707; in the data active means inhibition above about 80%; further: values of inactives mirror those of a sister screen read the other way; many of its hits are not listed in these tables
# F-actin modifier – cytoskeleton assembly modification; HUVEC TNFa F-actin phalloidin imaging, high content; inhibition, % at 2 µM; hit rate 0.18% among 91,000; AID 836;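 active means inhibition above the batch mean plus 3 SD and confirmed as a hit by visual image inspection, cut at about 30% in these data, passing the limit was not always enough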; further: strong numbers were not always called active
# PLK1 PBD inh – inhibitors of human Plk1 polo box domain binding; Plk1 PBD phosphopeptide binding, fluorescence polarization; P53350; hit rate 0.13% among 97,000; inhibition, %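 (tested at about 20 µM)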; in the data active means inhibition above about 34%, passing the limit was not always enough
# DAT uptake mod – modulates human dopamine transporter uptake under cocaine | LLC-PK1 hDAT cells, [14C]-dopamine uptake with cocaine IC80; actives deviate in either direction | B-score at 10 µM | hit rate 1.3% among 110,000 | AID 449768;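 active means Z score or B-score, a plate-position-corrected score, falls beyond the plate's 99.7% confidence bounds, in either direction; inactive means both scores lie inside the 99.7% bounds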;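 further: scored against the spread of the other compound wells on the same plate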
# Target sequence (Q01959 whole entry, looked up): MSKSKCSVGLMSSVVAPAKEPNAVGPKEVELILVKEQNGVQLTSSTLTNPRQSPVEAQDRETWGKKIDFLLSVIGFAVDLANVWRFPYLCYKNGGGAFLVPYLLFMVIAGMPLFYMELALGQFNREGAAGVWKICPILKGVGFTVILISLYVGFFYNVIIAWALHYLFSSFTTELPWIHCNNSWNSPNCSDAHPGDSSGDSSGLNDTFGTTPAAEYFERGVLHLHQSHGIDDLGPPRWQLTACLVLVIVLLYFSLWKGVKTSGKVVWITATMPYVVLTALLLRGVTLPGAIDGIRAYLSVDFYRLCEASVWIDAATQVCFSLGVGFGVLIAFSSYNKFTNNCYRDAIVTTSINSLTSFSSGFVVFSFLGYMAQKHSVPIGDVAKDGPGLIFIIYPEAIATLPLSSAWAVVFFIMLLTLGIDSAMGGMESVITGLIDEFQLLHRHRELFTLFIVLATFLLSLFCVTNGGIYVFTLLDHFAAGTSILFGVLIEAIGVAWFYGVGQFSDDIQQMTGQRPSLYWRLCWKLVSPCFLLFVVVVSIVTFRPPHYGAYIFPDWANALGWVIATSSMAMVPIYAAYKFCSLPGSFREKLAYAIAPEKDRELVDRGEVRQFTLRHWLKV
# PLK1 kinase inh – blocks human PLK1 kinase activity; recombinant PLK1 kinase, TR-FRET peptide phosphorylation; P53350; AID 619; hit rate 0.53% among 97,000; inhibition, % at 10 µM;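 active means inhibition of 50% or more in the single-concentration screen; inactive means inhibition below 50%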;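 further: 0% = DMSO max control and 100% = H-89 dihydrochloride min control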
# * = called active by the depositor; nt = not tested or not shown.
entry	Molecule	TNFa cytotox	HUVEC tox IL1B	Ecoli WT expand	VCAM1 TNFa inh	sEH inhibitor	F-actin modifier	PLK1 PBD inh	DAT uptake mod	PLK1 kinase inh
1	O=C1C2C3C=CC(C3)C2C(=O)N1CCC(=O)N1CCc2ccccc21 (stereo unspecified)	-3	nt	nt	10	5	-7	-4	-0.2	22
2	COc1cc2c(=O)n(CCCN3CCOCC3)c(=S)[nH]c2c(OC)c1OC	-5	2	4	19	-8	-17	9	-0.065	5
3	COc1cc2c(cc1OC)C(C(=O)Nc1ccccn1)C(c1cccnc1)N(C)C2=O (stereo unspecified)	-42	20	-1	-18	16	7	10	-0.8	-2
4	Cc1ccc(N(CC(=O)NCCc2ccccc2)S(=O)(=O)c2c(C)noc2C)cc1	-8	12	-2	-4	-16	nt	-5	-0.26	6
5	Cc1ccc(S(=O)(=O)Cn2nnnc2C(c2ccc(F)cc2)N2CCCCC2)cc1 (stereo unspecified)	-26	-3	4	7	-12	0	18	-0.27	-11
6	CC12CN3CC(C)(CN(C1)C3c1ccc(Cl)cc1Cl)C2O (stereo unspecified)	-17	-70	nt	13	7	-3	11	-0.014	-5
7	O=C(COC(=O)CCc1ccc(S(=O)(=O)N2CCOCC2)cc1)Nc1ccc(Cl)cn1	nt	7	3	nt	20	nt	-19	0.12	-12
8	CCOC(=O)CC1ON(C)C(=O)N1c1ccc([N+](=O)[O-])cc1 (stereo unspecified)	nt	2	6	-21	10	7	-2	-0.98	-16
9	COc1ccc(CC(=O)Nc2ccc(-c3cn4ccccc4n3)cc2)cc1OC	0	5	-12	20	12	-4	3	-0.41	2
10	CCOC(=O)N1CCN(C(=O)c2csc3c2CCCCC3)CC1	-2	10	4	3	-17	-10	0	-0.012	-5
11	Cc1nc2ccccc2c(=O)n1/N=C/c1cn(-c2ccccc2)nc1-c1cccs1	-4	2	-13	-2	-1	8	-35	-0.73	-4
12	CC1(C)OC(c2ccccc2)=C/C(=C/C=Nc2ccccc2)O1	-14	-13	nt	-27	20	-20	-8	0.95	-9
13	COc1nc(Oc2ccc(/C=N/O)cc2)nc(N(C)C)n1	4	-10	4	26	-2	-8	-12	1.3	12
14	CC1(C)CC(=O)C2=C(C1)OC(c1ccncc1)C(C#N)=C2N (stereo unspecified)	-22	9	-2	34	4	-6	3	0.27	-11
15	CC(C)CCn1c(N2CCOCC2)nc2c1c(=O)n(CC(N)=O)c(=O)n2C	-16	-125	-2	5	-4	5	0	1.8	-16
16	CCCn1c(NCc2ccc(C)o2)nc2ccccc21	-61	-6	9	1	2	nt	-2	1.8	8
17	Cc1ccc(C)c(S(=O)(=O)NC(C)C(=O)Nc2ccc(-c3nc4ccccc4s3)cc2)c1 (stereo unspecified)	1	-56	-6	6	6	-18	-1	-0.27	-11
18	CCOC(=O)c1sc(NC(=O)CSc2nnc(Cc3ccccc3)o2)c(C(=O)OCC)c1C	-3	8	-11	-3	1	2	-10	0.73	3
19	CCCCSc1ccc2nc(-c3ccc(C#N)cc3)cn2c1	8	nt	-16	-17	-5	-23	5	2.4*	-11
20	Cc1cc(C)c2c(=O)[nH]n(C3CCOC(C)(C)C3)c2n1 (stereo unspecified)	-4	-4	-2	1	nt	-10	0	-0.19	-9
21	Cc1ccc(C)c(NC(=O)CN2C(=O)CNC2=O)c1	-1	-1	2	-4	-21	-1	-4	-0.54	-3
22	O=[N+]([O-])c1c(NCCCO)cc(Sc2nc3ccccc3s2)c2nonc12	16	-13	5	19	3	-19	-7	nt	-7
23	S=C(NCCC(c1ccccc1)c1ccccc1)Nc1cccc(Cl)c1	-14	-15	-25	-5	35	6	29	-0.37	1
24	CCOC(=O)c1c(NC(=O)CSc2nnc(CNc3ccc(C)cc3C)o2)sc(C)c1C	-24	-27	nt	-6	6	5	4	1.7	-4
25	Cc1ccc(N2CC(C(=O)N3CCCc4ccccc43)CC2=O)cc1 (stereo unspecified)	-21	-4	-3	13	nt	-6	-12	-0.9	-1
26	C=COCCNC(=O)C(=O)NC(C)C	5	-8	0	7	4	-13	-34	0.065	1
27	c1ccc(-c2nnc3sc(-c4ccncc4)nn23)cc1	-14	-35	2	7	3	-3	6	-0.64	-10
28	CC1CC(C)CN(C(=O)CSc2nnc(CSc3ncccn3)n2C)C1 (stereo unspecified)	-25	-13	2	9	8	30	11	-0.31	-4
29	O=C(Cc1ccccc1)N1CCC(c2nc(-c3ccc(F)cc3)no2)CC1	0	-5	1	-6	1	-23	-18	1.9	-5
30	COc1cccc(NC(=O)N2CCCC(C(=O)Nc3ccccc3OC)C2)c1 (stereo unspecified)	-21	-3	11	4	-2	46	4	-0.26	3
31	CC1(C)CC(=O)C(C=Nc2ccc(Cl)cn2)=C(O)C1	nt	-26	1	nt	nt	nt	9	-0.27	7
32	O=S(=O)(NCC(c1cccnc1)N1CCN(c2ccc(F)cc2)CC1)c1cc(F)ccc1F (stereo unspecified)	-22	-22	nt	6	-2	1	-8	0.0061	-11
33	CC(=O)Nc1c(C(=O)N2CCN(c3ncccn3)CC2)cnn1-c1ccccc1Cl	11	-48	nt	28	-9	-20	-7	nt	-6
34	O=C(NCCCCC(NC(=O)c1ccc([N+](=O)[O-])cc1)C(=O)O)c1ccc([N+](=O)[O-])cc1 (stereo unspecified)	-14	-12	0	-31	25	9	-1	-0.88	-14
35	COc1ccc(N2C(=O)CN=C2Nc2nc(C)cc(C)n2)cc1	-5	12	-7	3	-15	22	-8	0.5	-12
36	COc1ccc(N2CCN(C(=O)Nc3cccc(C(F)(F)F)c3)CC2)cc1	-31	-170	2	-4	24	-5	0	0.021	2
37	CNC(=O)CN(c1ccc(C(C)C)cc1)S(C)(=O)=O	-16	0	0	23	-9	6	1	-1.6	2
38	O=C(NC1CCN(C(=O)N2c3ccccc3Sc3ccccc32)CC1)c1ccccc1Cl	9	-2	-17	6	6	-13	2	0.78	-4
39	CC(C)(C)NS(=O)(=O)c1ccc(CCC(=O)O)cc1	6	-8	2	-10	-10	8	2	-0.025	-10
40	O=C(CCc1nc2ccccc2c(=O)[nH]1)OCc1nnc(-c2ccccc2)o1	-25	7	-1	-7	-4	8	-7	1.3	-14
41	CC(C)N(Cc1nc(-c2ccc(Cl)cc2)no1)C(=O)CCC1CCCC1	0	-2	4	3	-3	5	-15	0.067	-10
42	O=C(Nc1ccc2c(c1)OCO2)C1(S(=O)(=O)c2ccc(Cl)cc2)CC1	6	-4	0	4	-1	-80	-21	-0.86	-2
43	Cc1ccc(CNC(=O)c2ccc(C#CC(C)(C)O)s2)cc1	-11	12	7	16	48	6	-13	0.77	-11
44	Cc1nc2ccccc2c(=O)n1C1CCCCCC1	-12	0	7	12	12	-11	-17	1.1	-2
45	Cn1c(SCC(=O)Nc2ccc3c(c2)oc2ccccc23)nnc1-c1ccccc1	0	-1	-4	4	6	-4	19	-0.44	-7
46	CC1CCN(CC(=O)N2c3ccccc3CCc3ccccc32)CC1	-2	-59	nt	-21	-13	-24	10	1.1	-13
47	OCCN1CCN(c2nc(NCc3ccco3)c3ccccc3n2)CC1	-24	5	nt	3	-3	0	-8	-0.022	-11
48	COc1ccc(OCc2nn3c(Cn4cnc5ccccc54)nnc3s2)cc1	-8	-4	9	-9	nt	13	-34	0.05	-7
49	CCC1(C)CC(=O)N(c2ccc(C(=O)O)c(O)c2)C1=O (stereo unspecified)	-3	-72	5	-10	25	5	-26	0.32	-3
50	CCSCCOC(=O)C1=C(C)NC(=O)NC1c1cccc(OC)c1OC (stereo unspecified)	-25	-13	-4	8	nt	9	-18	0.96	-6
51	CCC(C)NC(=O)C1(C)CCC(=O)N1Cc1ccccc1OC (stereo unspecified)	-1	-50	-17	18	-11	-3	24	-0.14	-9
52	Cc1nc(SCC(=O)N2CCC(C(N)=O)CC2)n[nH]1	1	-10	-2	-9	-5	-6	0	0.12	-6
53	CCNc1nc(Oc2ccc(=O)[nH]n2)nc(N2CCOCC2)n1	-7	1	2	2	-14	-5	-32	-0.34	-13
54	Cc1ccc(NC(=O)CCC(=O)NNC(=O)c2ccco2)c(C)c1	-4	7	4	14	-2	-2	11	-0.48	-6
55	O=C(CN1CCN(c2cccc(Cl)c2)CC1)N1CCCC1	-26	5	9	8	4	10	-6	0.43	-15
56	CC(C)c1nnc(NC(=O)c2sc3ccccc3c2Cl)s1	-6	4	10	10	7	6	18	1.3	-11
57	CS(=O)(=O)c1ccc2nc(NC(=O)C3COc4ccccc4O3)sc2c1 (stereo unspecified)	-15	-22	-6	3	6	-2	8	-0.47	-2
58	O=C(Nc1nnc(C2CC2)s1)c1cc2c(s1)CCCCCC2	-11	-19	-9	12	1	-52	14	-0.81	-11
59	COc1ccccc1C(=O)Nc1ccccn1	-21	-10	1	7	5	16	8	0.086	-10
60	O=c1[nH]c(=S)[nH]nc1Cc1ccccc1	-10	-8	9	12	2	2	-10	-0.34	-9

# (list continues)
entry	Molecule	TNFa cytotox	HUVEC tox IL1B	Ecoli WT expand	VCAM1 TNFa inh	sEH inhibitor	F-actin modifier	PLK1 PBD inh	DAT uptake mod	PLK1 kinase inh
61	CCC(=O)c1cc(-c2nc3ccccc3n2C)n(C)c1	-12	-20	5	2	8	-1	11	1.2	-20
62	CC(=O)NNc1nc2ccccc2s1	-3	10	-6	-12	-3	2	-6	0.11	-13
63	CCOC(=O)CNc1nc(-c2ccncc2)nc2ccccc12	-9	-24	8	21	-8	-33	16	-0.23	0
64	O=C(c1cnccn1)N1CCN(C/C=C/c2ccccc2)CC1	-58	-8	7	-12	15	18	21	-1.2	3

# Among those listed so far, these have a Cl atom.
entry	Molecule	TNFa cytotox	HUVEC tox IL1B	Ecoli WT expand	VCAM1 TNFa inh	sEH inhibitor	F-actin modifier	PLK1 PBD inh	DAT uptake mod	PLK1 kinase inh
6	CC12CN3CC(C)(CN(C1)C3c1ccc(Cl)cc1Cl)C2O (stereo unspecified)	-17	-70	nt	13	7	-3	11	-0.014	-5
7	O=C(COC(=O)CCc1ccc(S(=O)(=O)N2CCOCC2)cc1)Nc1ccc(Cl)cn1	nt	7	3	nt	20	nt	-19	0.12	-12
23	S=C(NCCC(c1ccccc1)c1ccccc1)Nc1cccc(Cl)c1	-14	-15	-25	-5	35	6	29	-0.37	1
31	CC1(C)CC(=O)C(C=Nc2ccc(Cl)cn2)=C(O)C1	nt	-26	1	nt	nt	nt	9	-0.27	7
33	CC(=O)Nc1c(C(=O)N2CCN(c3ncccn3)CC2)cnn1-c1ccccc1Cl	11	-48	nt	28	-9	-20	-7	nt	-6
38	O=C(NC1CCN(C(=O)N2c3ccccc3Sc3ccccc32)CC1)c1ccccc1Cl	9	-2	-17	6	6	-13	2	0.78	-4
41	CC(C)N(Cc1nc(-c2ccc(Cl)cc2)no1)C(=O)CCC1CCCC1	0	-2	4	3	-3	5	-15	0.067	-10
42	O=C(Nc1ccc2c(c1)OCO2)C1(S(=O)(=O)c2ccc(Cl)cc2)CC1	6	-4	0	4	-1	-80	-21	-0.86	-2
55	O=C(CN1CCN(c2cccc(Cl)c2)CC1)N1CCCC1	-26	5	9	8	4	10	-6	0.43	-15
56	CC(C)c1nnc(NC(=O)c2sc3ccccc3c2Cl)s1	-6	4	10	10	7	6	18	1.3	-11

# Screens as filed in PubChem BioAssay.
